UPR XBP1 act – activators of adaptive XBP1 UPR arm, primary screen, cell-based, CHO-XBP1 luciferase reporter, luminescence, uHTS; IRE1-XBP1 UPR activation; percent of tunicamycin response, DMSO as zero; activation, % at 20 µM; actives 0.33% (n = 330,000); AID 463104, 2010;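 active means versus positive control, 20 µM dose yields 30% or more activation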;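 further: 100% = tunicamycin at 10 µg/mL and 0% = DMSO only wells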
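Material: CHO cell line with stable XBP1 luciferase reporter; schedule: 16-18 h cell attachment at 37 °C, then 6 h compound exposure; signal: glow luminescence from Steady-Glo reagent; medium: serum-containing F12 medium, 10% FBS; benchmarks: tunicamycin 10 µg/mL and vehicle-only wells; read-out: percent activation relative to tunicamycin reference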
Jurkat NFkB inh – inhibitors of induced NF-kB luciferase reporter, primary screen, TCR NF-kB activation inhibitor project, cell-based, luminescence, uHTS; Jurkat, PMA/ionomycin-induced NF-kB luciferase reporter; inhibition, % at 4 µM; actives 0.53% (n = 330,000); AID 435003, 2010; in the data active means inhibition above about 50%
697 NFkB inh – inhibitors of PMA/ionomycin-induced NF-kB reporter, 697 cells, primary screen, B-cell NF-kB inhibitor project, cell-based, luminescence, uHTS. 697 B-cell NF-kB luciferase reporter, 16 h. AID 435022, 2010. actives 0.33% (n = 330,000). inhibition, % at 4 µM; in the data active means inhibition above about 35%
UPR CHOP act – activators of apoptotic CHOP UPR arm, primary screen, cell-based, CHO-CHOP luciferase reporter, luminescence, uHTS; AID 449763, 2010; UPR activation; percent of tunicamycin response over DMSO baseline; actives 0.34% (n = 330,000); activation, % at 10 µM;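 active means at 10 µM dose, activation of 40% or more, normalized to positive control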;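 further: 100% = tunicamycin at 10 µg/mL and 0% = DMSO alone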
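System: CHO-CHOP luciferase reporter cell line | Buffer or medium: F12 medium containing 10% fetal bovine serum | Doses: One dose, 10 µM in 0.5% DMSO | Times: 6 h compound exposure at 37 °C after overnight seeding | Signal: Luciferase luminescence | Read-out: % activation vs tunicamycin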
TIM10 inh – growth inhibitors of isogenic TIM10 control yeast, primary screen, counter-screen for tim10-1 yeast inhibitor project, luminescence, uHTS. S. cerevisiae TIM10 strain growth, BacTiter-Glo luminescence, 24 h. inhibition, % at 10 µM. actives 1.4% (n = 330,000);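 active means inhibition of 40% or more at the single tested concentration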;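 further: wild-type TIM10 isogenic control strain grown at permissive 25 °C; 0% = DMSO yeast wells and 100% = minimal medium wells without yeast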
tim23-1 inh – growth inhibitors of tim23-1 mutant yeast, primary screen, luminescence, uHTS | S. cerevisiae tim23-1 growth, BacTiter-Glo luminescence, 24 h | inhibition, % at 20 µM | actives 1.3% (n = 330,000) | AID 463212, 2010;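 active means growth inhibition of the mutant yeast at or above 50%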;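 further: temperature-sensitive mutant grown at 25 °C; plate controls were DMSO-treated mutant yeast for no effect and medium wells lacking yeast for full effect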
Mdm2 MdmX PPI – inhibitors of human Mdm2-MdmX association, primary screen, cell-based, luminescence, split luciferase, SaOS-2, uHTS; Protein Mdm4 (Homo sapiens) + E3 ubiquitin-protein ligase Mdm2 (Homo sapiens), …; SaOS-2 split-luciferase Mdm2/MdmX complementation; inhibition, % at 8 µM; actives 3% (n = 330,000);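 active means inhibition of at least 50% at 8 µM in the primary screen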
Target sequence (O15151 whole entry, looked up): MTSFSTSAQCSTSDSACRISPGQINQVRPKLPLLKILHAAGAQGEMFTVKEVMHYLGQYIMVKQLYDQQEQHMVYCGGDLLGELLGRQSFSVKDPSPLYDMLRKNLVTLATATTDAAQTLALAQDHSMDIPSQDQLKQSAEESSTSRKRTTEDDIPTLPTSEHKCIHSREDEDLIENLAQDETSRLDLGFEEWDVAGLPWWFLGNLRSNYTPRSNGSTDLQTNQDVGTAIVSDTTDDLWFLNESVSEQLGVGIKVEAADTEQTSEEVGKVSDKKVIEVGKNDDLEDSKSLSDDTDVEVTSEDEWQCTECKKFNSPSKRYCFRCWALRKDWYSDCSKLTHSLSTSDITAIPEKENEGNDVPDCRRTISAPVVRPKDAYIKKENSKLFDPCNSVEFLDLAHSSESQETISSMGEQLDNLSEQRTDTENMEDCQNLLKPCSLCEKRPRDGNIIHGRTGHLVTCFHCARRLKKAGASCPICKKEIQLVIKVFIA
Target sequence (Q00987 whole entry, looked up): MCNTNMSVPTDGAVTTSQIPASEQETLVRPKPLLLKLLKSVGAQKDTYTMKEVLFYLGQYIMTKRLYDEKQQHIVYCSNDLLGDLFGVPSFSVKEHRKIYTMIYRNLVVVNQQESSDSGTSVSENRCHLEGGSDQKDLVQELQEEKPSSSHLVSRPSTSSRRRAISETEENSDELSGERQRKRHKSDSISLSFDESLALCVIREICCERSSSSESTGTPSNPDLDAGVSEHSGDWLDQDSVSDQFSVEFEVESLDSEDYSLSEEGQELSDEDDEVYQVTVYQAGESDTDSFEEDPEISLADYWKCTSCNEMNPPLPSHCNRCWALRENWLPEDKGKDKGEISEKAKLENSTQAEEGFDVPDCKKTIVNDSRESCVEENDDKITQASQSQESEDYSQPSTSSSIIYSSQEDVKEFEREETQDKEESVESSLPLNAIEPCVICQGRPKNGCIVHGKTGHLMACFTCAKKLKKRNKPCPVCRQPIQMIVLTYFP
tim10-1 inh – growth inhibitors of tim10-1 mutant yeast, primary screen, luminescence, uHTS. S. cerevisiae tim10-1 ts strain growth, BacTiter-Glo, 24 h. inhibition, % at 20 µM. actives 2.2% (n = 330,000);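 active means inhibition of at least 40%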;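 further: mutant grown at 25 °C; 0% = DMSO wells with yeast and 100% = wells holding no yeast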
Numbers without * were called inactive.

SMILES | UPR XBP1 act | Jurkat NFkB inh | 697 NFkB inh | UPR CHOP act | TIM10 inh | tim23-1 inh | Mdm2 MdmX PPI | tim10-1 inh
O=C(O)c1c[nH]c2ccc(S(=O)(=O)N3CCOCC3)cc12 | 1 | -14 | -3 | -0.5 | -14 | -1 | 3 | 9
COc1cc2c(cc1NCc1ccccn1)oc1ccccc12 | 3 | -43 | -40 | 5.1 | 14 | 5 | -73 | 6
Cc1cc(SCCOc2ccccc2)nc(N)n1 | 1 | -28 | -28 | 2.4 | -29 | -67 | 2 | 2
COc1ccc(CCNCC(=O)Nc2ccc(OC(F)F)cc2)cc1 | -2 | 8 | 6 | 0.1 | 14 | 1 | -9 | -3
O=C(Nc1ccc2c(c1)OCCO2)c1cccc(Cl)c1Cl | 0 | -122 | -142 | 7.8 | 6 | 19 | -68 | 4
COc1ccc(NC(=O)c2ccccc2NC(=O)c2ccco2)c(OC)c1 | 1 | 9 | 0 | 1.4 | 17 | 27 | -21 | 28
Cc1cccc(N=C2Sc3nc4c(C)c(C)ccc4cc3CN2CCN2CCOCC2)c1 | 3 | 1 | 5 | 0.5 | 39 | 48 | 1 | 53*
O=C(Nc1ccccc1C(F)(F)F)c1cnccn1 | -3 | 13 | -4 | 1.2 | 0 | 20 | 6 | 2
C=CCOc1ccc(Br)cc1CNCC | 3 | 0 | 1 | 0.1 | 0 | 13 | 8 | 13
Cc1ccc(N(C(=O)c2ccc(S(=O)(=O)N3CCOCC3)cc2)C2C=CS(=O)(=O)C2)cc1C (centres undefined) | 0 | -1 | 3 | -1.7 | -4 | 7 | -3 | 5
CCOC(=O)C1=C(C)OC(N)=C(C#N)C1c1cncc(-c2ccc(F)cc2)c1 (centres undefined) | -5 | -9 | 6 | 0.4 | 14 | 41 | -21 | 11
Cc1nc(N2CCC(C)CC2)c2c(C)c(C(=O)Nc3ccc(C(F)(F)F)cc3)sc2n1 | 1 | -1 | -20 | -1.6 | -3 | 27 | 27 | 30
O=C(COC(=O)/C=C/c1cccc(Cl)c1)NCCc1ccccc1 | -2 | 5 | 11 | -0.4 | 4 | 9 | 1 | 10
Cc1ccc(NC(=S)NCc2ccc(Cl)cc2)c(OC(F)F)c1 | -2 | 12 | 15 | -0.9 | 22 | 32 | 11 | 24
O=C(CN1C(=O)S/C(=C\c2ccccn2)C1=O)Nc1ccccc1 | -5 | 3 | 14 | 2.3 | -2 | 17 | 16 | 6
CCOC(=O)c1c(C)oc2ccc(O)c(CN3CCCCC3)c12 | -2 | 2 | 9 | -2.4 | 6 | 1 | 32 | 12
CCn1c(C)c(C)c2cc(C(=O)NCCCN3CCCCCC3)ccc21 | -8 | -22 | -45 | -1.0 | -13 | 11 | 5 | 4
CC(Sc1ccccn1)C(=O)Nc1ccc2c(c1)OCO2 (centres undefined) | -1 | -7 | -24 | -0.8 | -3 | 6 | 9 | 2
Cc1nc(C)c(-c2csc(Nc3ccc(O)c(C(=O)O)c3)n2)s1 | -4 | 0 | -18 | 2.0 | 12 | 5 | 1 | -4
CC(C)(C)c1ccc(C(=O)NC(=S)Nn2cnnc2)cc1 | -1 | 1 | 8 | 4.6 | 10 | 17 | 25 | 6
O=C1c2ccccc2CCC12N=NCC2c1ccccc1 (centres undefined) | 0 | -7 | 1 | 0.1 | 6 | 26 | 7 | 18
CNc1nc(N)c(C(=O)C23CC4CC(CC(C4)C2)C3)s1 | 4 | -5 | 15 | -1.3 | 23 | 51* | -7 | 38
O=[N+]([O-])c1ccc(/C=N/Nc2ncccc2[N+](=O)[O-])s1 | 2 | 7 | -69 | 1.6 | 14 | 3 | 5 | 23
CN1CCN(c2ncnc3c2cnn3-c2ccc(Cl)cc2)CC1 | -7 | -119 | -140 | -3.6 | -3 | 33 | 51* | 34
COc1cc2[nH]c3c(Cl)ncnc3c2cc1OC | 4 | -2 | 0 | -0.7 | 12 | 7 | 33 | -2
COc1ccc(NC(=O)CCS(=O)(=O)c2ccc(Cl)cc2)cc1 | -1 | 4 | -22 | 1.4 | 2 | 9 | -38 | 21
Cc1cccc(C)c1NC(=O)CNC(=O)C(C)N(C)CC(=O)Nc1ccc(F)cc1 (centres undefined) | 0 | 5 | 19 | -0.5 | 10 | 2 | 24 | -8
O=C(CCc1nc2ccccc2[nH]1)Nc1ccccc1F | -1 | -5 | 5 | 0.1 | -6 | 21 | 0 | 9
C#CCOCCOCCOCCNc1nc(N2CCN(C(=O)[C@H](CCCCN)n3cc([C@@H](N)[C@H](C)CC)nn3)CC2)nc(N2CCN(C(=O)[C@H](CCCCN)n3cc([C@@H](N)CC(N)=O)nn3)CC2)n1 | 1 | 8 | 14 | -0.1 | 2 | 11 | -13 | 1
CC1CCCCN1Cc1c(O)ccc2c(=O)c(-c3ccc(Cl)cc3Cl)coc12 (centres undefined) | -5 | 6 | 12 | -0.1 | 2 | 24 | 3 | 16

Some of these compounds in order of their number in Jurkat NFkB inh, falling:
| smiles | UPR XBP1 act | Jurkat NFkB inh | 697 NFkB inh | Mdm2 MdmX PPI |
| --- | --- | --- | --- | --- |
| CC1CCCCN1Cc1c(O)ccc2c(=O)c(-c3ccc(Cl)cc3Cl)coc12 (centres undefined) | -5 | 6 | 12 | 3 |
| CNc1nc(N)c(C(=O)C23CC4CC(CC(C4)C2)C3)s1 | 4 | -5 | 15 | -7 |
| CN1CCN(c2ncnc3c2cnn3-c2ccc(Cl)cc2)CC1 | -7 | -119 | -140 | 51* |

The list goes on.
SMILES | UPR XBP1 act | Jurkat NFkB inh | 697 NFkB inh | UPR CHOP act | TIM10 inh | tim23-1 inh | Mdm2 MdmX PPI | tim10-1 inh
Cc1ccnn1CC(=O)N/N=C/c1cccs1 | 0 | -4 | 10 | 0.9 | 1 | 1 | 11 | -18
O=C(CN1C(=O)/C(=C/c2ccco2)SC1=S)NC1CCS(=O)(=O)C1 (centres undefined) | -5 | 7 | 3 | -3.1 | 11 | 13 | 10 | 3
Cn1c(=O)c2cn(-c3ccccc3)cc2n(C)c1=O | 3 | 6 | -5 | 0.0 | -9 | 11 | 7 | 5
CCCNC(=O)CN(Cc1ccccc1F)S(=O)(=O)c1ccc(C)cc1 | -1 | -15 | 7 | 0.6 | 4 | 28 | -7 | 26
O=C(NCCC1=CCCCC1)Nc1ccc2nsnc2c1 | -2 | -107 | -130 | 2.1 | 18 | 41 | -96 | 24
CCO[C@H]1OC(C(N)=O)=C[C@@H](C)[C@@H]1CCCO | 0 | 5 | 11 | -2.0 | -1 | 15 | 12 | -1
CC(C)CN(C(=O)CCC(=O)OCc1ccc(Cl)cc1Cl)c1c(N)n(CC(C)C)c(=O)[nH]c1=O | 0 | 0 | 5 | 2.6 | -1 | 5 | 22 | -5
CCc1cc(=O)oc2cc(C)cc(OCC(=O)NCc3ccncc3)c12 | -3 | -1 | 31 | 1.1 | 7 | -1 | 14 | -6
COc1ccc(F)c(-c2nc(CN3CCN(C(=O)c4ccco4)CC3)c(C)o2)c1 | -3 | 1 | -10 | 2.0 | 9 | 25 | 17 | 19
COc1ccc(Nc2nc(-c3cccnc3)nc3ccccc23)cn1 | 9 | 5 | 8 | 1.8 | -10 | 26 | 16 | 12
Cc1ccc(C)c(N2CCN(C(=O)c3cn(C)c4ccc(S(=O)(=O)N(C)C)cc4c3=O)CC2)c1 | 0 | 7 | -10 | -2.0 | 4 | 0 | 11 | 11
COc1ccccc1Nc1cc(N2CCOCC2)c2nonc2c1[N+](=O)[O-] | 19 | -1 | -19 | 1.8 | -26 | -11 | 31 | 4
CCCS(=O)(=O)c1c(S(=O)(=O)CCC)c2c3ccccc3ccn2c1C(=O)OC | 2 | -24 | -52 | 2.1 | 30 | 24 | 3 | 17
O=C(N/N=C/c1cccs1)c1cc(-c2ccc3ccccc3c2)n[nH]1 | -1 | -11 | -41 | 1.9 | 6 | 30 | 28 | -23
O=C1[C@H]2[C@@H](c3ccc(F)cc3)N3C(=O)N(c4cccc(F)c4)C(=O)[C@@]3(Cc3ccccc3)[C@H]2C(=O)N1C1CCCCC1 | -1 | -3 | -2 | -0.6 | 13 | 28 | 29 | 28
Cc1ccc2c(C(=O)CN3CCN(C4CCCCC4)CC3)c(C)[nH]c2c1 | 1 | 11 | 22 | 2.5 | 0 | -15 | -6 | -13
O=C(COC(=O)c1ccc(S(=O)(=O)N2CCOCC2)cc1)NC1CCCCCCC1 | 1 | -20 | -3 | 0.1 | -6 | 15 | -26 | 10
CCCc1noc2c1/C(=N\O)CC(c1ccccc1)C2 (centres undefined) | 2 | 4 | -12 | 3.4 | -12 | 2 | -24 | -18
COc1ccc(C2CC(c3cccc(Cl)c3)n3nc(N)nc3N2)cc1 (centres undefined) | -2 | 5 | 1 | 0.2 | 15 | -8 | 23 | -4
COc1ccccc1C(=O)N1CC(=O)Nc2ccc(F)cc2C1c1ccccc1 (centres undefined) | -7 | 3 | -18 | -0.1 | 0 | 20 | 1 | 32
Cc1[nH]c(=O)[nH]c(=O)c1S(=O)(=O)Nc1ccc(Oc2ccccc2)cc1 | -3 | 6 | 14 | -0.6 | 4 | -1 | 15 | -8
CC1=C(C(=O)OCc2ccccc2)C(c2cccc(Cl)c2Cl)NC(=O)N1CCCCCC(=O)O (centres undefined) | -2 | -2 | 9 | -1.2 | 1 | 11 | 4 | -3
O=C(O)CNC(=S)N(Cc1ccccc1Cl)C1CCCC1 | 0 | 7 | 4 | -1.7 | -13 | -6 | 7 | -1

Among those listed so far, these contain an NH in an aromatic ring.
SMILES | UPR XBP1 act | Jurkat NFkB inh | 697 NFkB inh | UPR CHOP act | TIM10 inh | tim23-1 inh | Mdm2 MdmX PPI | tim10-1 inh
O=C(O)c1c[nH]c2ccc(S(=O)(=O)N3CCOCC3)cc12 | 1 | -14 | -3 | -0.5 | -14 | -1 | 3 | 9
COc1cc2[nH]c3c(Cl)ncnc3c2cc1OC | 4 | -2 | 0 | -0.7 | 12 | 7 | 33 | -2
O=C(CCc1nc2ccccc2[nH]1)Nc1ccccc1F | -1 | -5 | 5 | 0.1 | -6 | 21 | 0 | 9
CC(C)CN(C(=O)CCC(=O)OCc1ccc(Cl)cc1Cl)c1c(N)n(CC(C)C)c(=O)[nH]c1=O | 0 | 0 | 5 | 2.6 | -1 | 5 | 22 | -5
O=C(N/N=C/c1cccs1)c1cc(-c2ccc3ccccc3c2)n[nH]1 | -1 | -11 | -41 | 1.9 | 6 | 30 | 28 | -23
Cc1ccc2c(C(=O)CN3CCN(C4CCCCC4)CC3)c(C)[nH]c2c1 | 1 | 11 | 22 | 2.5 | 0 | -15 | -6 | -13
Cc1[nH]c(=O)[nH]c(=O)c1S(=O)(=O)Nc1ccc(Oc2ccccc2)cc1 | -3 | 6 | 14 | -0.6 | 4 | -1 | 15 | -8

Source: PubChem
